Bioassay records: PubChem, Vanderbilt High Throughput Screening Facility
hDAT+cocaine: changed hDAT dopamine uptake under cocaine IC80, either direction, primary screen, cocaine antagonist project, cell-based, LLC-PK1 hDAT, [14C]-dopamine uptake, MLSMR; B-score at 10 µM; 110,000 tested, 1.3% active; LLC-PK1 hDAT cells, [14C]-dopamine uptake with cocaine IC80; actives deviate in either direction; Sodium-dependent dopamine transporter (Homo sapiens), Q01959; AID 449768, 2010;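 active means Z score or B-score, a plate-position-corrected score, falls beyond the plate's 99.7% confidence bounds, in either direction; inactive means both scores lie inside the 99.7% bounds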;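 further: scored against the spread of the other compound wells on the same plate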
Target sequence (Q01959 whole entry, looked up): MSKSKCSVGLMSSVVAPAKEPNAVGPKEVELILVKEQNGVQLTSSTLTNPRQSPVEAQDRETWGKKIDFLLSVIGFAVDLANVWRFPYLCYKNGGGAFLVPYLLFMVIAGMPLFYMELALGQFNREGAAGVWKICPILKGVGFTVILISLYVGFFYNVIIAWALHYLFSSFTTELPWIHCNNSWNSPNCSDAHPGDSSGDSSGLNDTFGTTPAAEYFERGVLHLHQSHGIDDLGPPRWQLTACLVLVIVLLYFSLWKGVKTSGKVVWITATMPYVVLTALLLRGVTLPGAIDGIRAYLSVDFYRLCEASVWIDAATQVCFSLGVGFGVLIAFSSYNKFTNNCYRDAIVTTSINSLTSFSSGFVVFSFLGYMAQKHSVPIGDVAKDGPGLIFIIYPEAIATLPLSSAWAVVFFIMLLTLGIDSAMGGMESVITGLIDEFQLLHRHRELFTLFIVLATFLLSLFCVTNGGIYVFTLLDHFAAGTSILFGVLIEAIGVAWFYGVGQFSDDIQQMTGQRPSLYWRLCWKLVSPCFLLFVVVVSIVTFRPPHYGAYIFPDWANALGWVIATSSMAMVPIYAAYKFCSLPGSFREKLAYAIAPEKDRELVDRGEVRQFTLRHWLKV
Starred values were filed as active, the others as inactive.

Start of the listing, in advance, 3 compounds:
SMILES | hDAT+cocaine
CC1=CC(C/C(C)=C/COc2ccc3ccc(=O)oc3c2)OC1=O (stereo unspecified) | 0.18
COc1cc(OC)c2c(-c3ccccc3)cc(=O)oc2c1C(CCN1CCN(c2ccccc2)CC1)c1ccc(N(C)C)cc1 (stereo unspecified) | 0.54
O=C(NCc1ccc2[nH]c3c(c2c1)CCCC3)c1ccc(S(=O)(=O)N2CCOCC2)cc1 | 0.027

This part in full, previewed entries included:
SMILES | hDAT+cocaine
CC1=CC(C/C(C)=C/COc2ccc3ccc(=O)oc3c2)OC1=O (stereo unspecified) | 0.18
COc1cc(OC)c2c(-c3ccccc3)cc(=O)oc2c1C(CCN1CCN(c2ccccc2)CC1)c1ccc(N(C)C)cc1 (stereo unspecified) | 0.54
O=C(NCc1ccc2[nH]c3c(c2c1)CCCC3)c1ccc(S(=O)(=O)N2CCOCC2)cc1 | 0.027
COc1ccc2cc(CCNC(=O)c3cccs3)c(=O)[nH]c2c1 | 0.79
CC1=CC(=O)CC(C)(C)C1(O)/C=C/C(C)=C/C(=O)O (stereo unspecified) | 0.22
CC1=C(C(=O)OCc2ccccc2)C(c2ccccc2)NC(=O)N1CCCCCC(=O)O (stereo unspecified) | 0.47
O=C1NC[C@H](c2ccccc2)N(CCc2cccc3ccccc23)C1=O | 0.42
CC1(C)c2[nH]c3ccccc3c2C[C@@H]2C(=O)N(Cc3ccccc3)C(=O)N21 | 0.49
c1ccc(-c2cnnc(-c3ccccn3)n2)cc1 | -0.02
NC(=O)CC[C@@H]1NC(=O)[C@H](CO)NC(=O)c2cc([N+](=O)[O-])cc(I)c2OCC[C@@H](C(N)=O)NC1=O | -0.44
CC(C)(C)[C@H]1C=C(C(=O)NCc2nc3ccccc3[nH]2)O[C@@H](OCCCCO)C1 | 0.67
COC(=O)CCCC1=CC2=CC(=O)C(C)(OC(=O)c3cccs3)C(=O)C2=CN1C1CCCC1 (stereo unspecified) | -1.5
O=C(NCc1nc2ccccc2[nH]1)C1=C[C@H](c2ccc(C(F)(F)F)cc2)C[C@H](OCc2ccc(CO)cc2)O1 | 0.062
COC(=O)C1=C(C(=O)OC)[C@@H]2N(C)c3ccccc3[C@@]23C[C@@H](CO)N(C(=O)c2cccs2)C3=N1 | -0.018
NC(=O)CC(NC(=O)Cc1cccc2ccccc12)c1ccc(NCc2ccccc2)c([N+](=O)[O-])c1 (stereo unspecified) | 0.2
C=C1CCN(Cc2ccccc2)S(=O)(=O)c2ccccc21 | -0.35
O=C(Nc1ccccc1Cl)N1CCSc2ccccc21 | 0.44
COc1ccc(NC(=O)c2nc[nH]c2C(=O)N[C@@H](C)C(=O)OC(C)(C)C)cc1 | 2.4
CCOC(=O)C1=C(C)N(CCCC(=O)O)C(=O)NC1c1ccccc1OS(=O)(=O)c1ccc([N+](=O)[O-])cc1 (stereo unspecified) | -0.07
COc1ccc2c(c1)O[C@@H](c1ccc3c(c1)OCO3)[C@H](OC(=O)Nc1cc(OC)c(OC)c(OC)c1)C2=O | 1.6
CC(C)(C)c1ccc(-c2ccc3c(c2)S(=O)(=O)c2ccccc2C3=O)cc1 | 0.54
C/C=C\C=C/C(=O)Nc1cccc(C2=NOC3(C2)C[C@H](C(N)=O)N(C(=O)c2ccc(OC)cc2)C3)c1 (stereo partly specified) | 0.0083
C#Cc1ccc([C@@H]2C=C(C(=O)N3CCN(Cc4ccccc4)CC3)O[C@H](OCCCCO)C2)cc1 | 0.75
CCOC(=O)c1cccc(NC(=O)c2c(N)n(C)c(=O)[nH]c2=O)c1 | -1.2
COC(=O)[C@@H]1C[C@H]1[C@@H](NS(=O)(=O)c1ccccc1)c1ccccc1 | -0.87

The list goes on, starting with the last six of the part before.
SMILES | hDAT+cocaine
COc1ccc2c(c1)O[C@@H](c1ccc3c(c1)OCO3)[C@H](OC(=O)Nc1cc(OC)c(OC)c(OC)c1)C2=O | 1.6
CC(C)(C)c1ccc(-c2ccc3c(c2)S(=O)(=O)c2ccccc2C3=O)cc1 | 0.54
C/C=C\C=C/C(=O)Nc1cccc(C2=NOC3(C2)C[C@H](C(N)=O)N(C(=O)c2ccc(OC)cc2)C3)c1 (stereo partly specified) | 0.0083
C#Cc1ccc([C@@H]2C=C(C(=O)N3CCN(Cc4ccccc4)CC3)O[C@H](OCCCCO)C2)cc1 | 0.75
CCOC(=O)c1cccc(NC(=O)c2c(N)n(C)c(=O)[nH]c2=O)c1 | -1.2
COC(=O)[C@@H]1C[C@H]1[C@@H](NS(=O)(=O)c1ccccc1)c1ccccc1 | -0.87
CCc1cccc(C)c1NC(=S)NCCc1c(C)[nH]c2ccc(C)cc12 | 1.5
CNc1ccccc1C(=O)OCC(C)=O | -0.66
C#CCOCCOCCOCCNc1nc(N2CCN(C(=O)[C@H]([C@@H](C)CC)n3cc([C@@H](N)CO)nn3)CC2)nc(N2CCN(C(=O)[C@H](Cc3ccc(O)cc3)n3cc([C@@H](N)C(C)CC)nn3)CC2)n1 (stereo partly specified) | -0.12
COc1ccc(C(CC(=O)N2CCCC(C)C2)c2c(O)cc(OC)cc2OC)cc1 (stereo unspecified) | 0.4
CC(C)c1cn(C2OC(COC(=O)c3ccccc3)C(OC(=O)c3ccccc3)C2OC(=O)c2ccccc2)c(=O)[nH]c1=O (stereo unspecified) | 0.082
Cc1ccc(-n2ncc3c(N4CCCC(C)C4)ncnc32)c(C)c1 (stereo unspecified) | 2.1
CCO[C@H]1OC(C(N)=O)=C[C@@H](C)[C@@H]1CCCO | -1.8
N#Cc1ccc(C23CC4(C2)[C@H](CN(CC2CCCCC2)[C@@H]4c2ccccc2)C3c2ccccc2)cc1 (stereo partly specified) | 0.22
COc1ccc(C2/C=C\CN(C(=O)NC(C)C)CC(=O)N2Cc2ccc(F)cc2)cc1 (stereo unspecified) | -0.026
CCO[C@@H]1OC(C(=O)NCc2ccccc2)=C[C@H](c2ccc3c(c2)OCO3)[C@H]1CCCO | 0.45
COc1cc2sc3ccc(-c4ccc(N(C)C)nc4)cc3c(=O)c2cc1OC | -0.72
COc1cc(-c2ccc3oc(-c4ccsc4)c(C#CC4(O)CCCCC4)c3c2)cc(OC)c1OC | -0.33
CC(=O)OC1CCC2(C)C(CCC3C2CC(OC(C)=O)C2(C)C3C[C@@H]3O[C@]4(CC[C@@H](C)CO4)[C@@H](C)C32)C1 (stereo partly specified) | 0.69
O=C(N[C@@H](Cc1ccc(O)cc1)C(=O)O)c1ccc(C(F)(F)F)cc1 | -0.97
O=C1c2ccccc2S(=O)(=O)c2cc(C(=O)N3CCN(C(=O)c4ccccc4)CC3)ccc21 | 1.4
CCN(CC)CC#CCOC(=O)C(O)(c1ccccc1)C1CCCCC1 (stereo unspecified) | -2.2
COC(=O)c1ccc(C(NC(=O)OCc2ccccc2)/C(F)=C/[C@@H](C)C(=O)NCc2ccc(-c3ccccc3)cc2)cc1 (stereo partly specified) | -0.12
Cc1nc(C(=O)NC2CCOCC2)sc1C1(C)CC(c2cccc([N+](=O)[O-])c2)=NO1 (stereo unspecified) | 0.83
CCO[C@H]1OC(C(=O)N2CCCCCCC2)=C[C@@H](C2CCCCC2)[C@@H]1CCCO | -1.1
Cc1cccc(COCC(Cc2ccccc2)N2CCN(C(=O)c3cc(Cl)cc(Cl)c3)CCC2=O)c1 (stereo unspecified) | 0.16
COC(=O)C1=C(C(=O)OC)[C@@H]2N(C)c3ccccc3[C@@]23C[C@@H](C(=O)OC)N(C(=O)C2CCC2)C3=N1 | -0.0041
COC(=O)c1cccc(C23CC4(C2)[C@H](CN(C)[C@@H]4c2ccccc2)C3c2ccccc2)c1 (stereo partly specified) | -0.61
Cn1c(N)c(C(=O)COC(=O)c2cc(-c3ccccc3)nc3ccccc23)c(=O)n(Cc2ccccc2)c1=O | 0.48
Nc1nc(F)nc2c1ncn2[C@@H]1O[C@H](CO)[C@@H](O)[C@H]1O | -3.3
CNCCCCOc1ccccc1Cc1ccccc1 | -0.38

Shown with tabs: entries from further up
Structure	hDAT+cocaine
Cc1nc(C(=O)NC2CCOCC2)sc1C1(C)CC(c2cccc([N+](=O)[O-])c2)=NO1 (stereo unspecified)	0.83
CCO[C@H]1OC(C(=O)N2CCCCCCC2)=C[C@@H](C2CCCCC2)[C@@H]1CCCO	-1.1

Remaining list, next part
SMILES | hDAT+cocaine
C=CCOC(=O)C1=C[C@H](c2ccc(C(F)(F)F)cc2)[C@@H](CCCO)[C@H](OCC)O1 | -0.44
C=CC[C@@]12C=C(OC)C(=O)C(OC)=C1O[C@H](c1ccc3c(c1)OCO3)[C@H]2C | -0.28
COc1ccc(CNC(=O)[C@@H]2CC=C[C@@H]3CCN(Cc4ccccc4)C(=O)[C@@H]32)cc1 | 0.86
Cc1ccc2c(c1)COc1c3ccc(C(=O)NCCO)cc3nn1-2 | -0.048
C=C(C)C(=O)Nc1cccc(C2=NOC3(C2)C[C@@H](C(N)=O)N(C(=O)c2cc([N+](=O)[O-])cc([N+](=O)[O-])c2C)C3)c1 (stereo partly specified) | 0.27
Cc1ccc(CNC(=O)C2CC3Cn4c(nc5cc(Cl)c(Cl)cc54)C3N2C)o1 (stereo unspecified) | 0.29
COc1cc(C)c(C(=O)Oc2cc(C)c(C(=O)O)c(O)c2C)c(OC)c1C | -2
C#CCNC(=O)C1=C[C@H](C(C)(C)C)C[C@H](OCCCCO)O1 | 0.4
C=C1CCN(c2ccc(C(=O)O)cc2[N+](=O)[O-])CC1 | -0.058
CN(C[C@H](Cc1ccccc1)N(C[C@H](CC1CCCCC1)N(CCc1ccccc1)N=O)N=O)N=O | -0.18
CC/C=C/C(=O)N1CC2(CC(c3cccc(NC(=O)COc4ccc(Cl)cc4)c3)=NO2)C[C@H]1C(N)=O (stereo partly specified) | 0.47
C#CCOCCOCCOCCNc1nc(N2CCN(C(=O)[C@H]([C@@H](C)CC)n3cc([C@@H](N)Cc4ccc(O)cc4)nn3)CC2)nc(N2CCN(C(=O)[C@H]([C@@H](C)CC)n3cc([C@@H](N)Cc4ccc(O)cc4)nn3)CC2)n1 | -0.35
CCOC(=O)c1ccc(NC(=O)c2nc[nH]c2C(=O)NCCCCCNC(=O)OC(C)(C)C)cc1 | -0.18
CC1=C(C(=O)OCc2ccccc2)C(c2cccc([N+](=O)[O-])c2)NC(=O)N1CCCCCC(=O)O (stereo unspecified) | 1.1
COc1cc(C)c(C(=O)Oc2cc(C)c(C(=O)O)c(O)c2C)c(O)c1C | -1.1
CC(=O)Nc1cccc(NC(=O)CSc2nn3c(=O)c(C)nnc3s2)c1 | -0.43
Cc1nc(Nc2ccc(Br)cc2Br)c([N+](=O)[O-])c(=O)[nH]1 | -1.4
O=C([C@H](Cc1ccc(O)cc1)n1cc(CCO)nn1)N1CCNCC1 | -0.25
COc1ccc(/C=C\C(=O)NCc2ccc3[nH]c(C)cc3c2)cc1OC | 1.6
CC(C)NC(=O)c1onc(CSc2ccc(F)c(F)c2)c1C(=O)NC(C)C | 0.63
Cc1nc(-c2ccccc2)sc1C1(C)CC(c2ccc(C#N)cc2)=NO1 (stereo unspecified) | -0.16
CC1Cc2nc(SCC(=O)Nc3ccc4c(c3)OCO4)n(-c3ccc(F)cc3)c(=O)c2S1 (stereo unspecified) | 0.53
COC(=O)C[C@H]1c2ccccc2S(=O)(=O)N1Cc1ccc(OC)cc1 | 0.74
COc1cc2[nH]c3c(c2cc1OC)CCN1CCCC[C@@H]31 | -0.037

Not all compounds are listed. The share of hits here may be higher or lower than overall.
